Screening results (PubChem)
GSTO1 inh: GSTO1 inhibition, counter-screen for RBBP9 inhibitors. AID 1974. 300,000 compounds, 1.1% hits. recombinant GSTO1, activity-based probe fluorescence polarization. inhibition, % at 5.96 µM;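 active means inhibition above the campaign mean inhibition plus 3 SD, cut at about 35% in these data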;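 further: 0% = GSTO1-1 with DMSO and 100% = wells lacking GSTO1-1 enzyme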
Target sequence (P78417 whole entry, looked up): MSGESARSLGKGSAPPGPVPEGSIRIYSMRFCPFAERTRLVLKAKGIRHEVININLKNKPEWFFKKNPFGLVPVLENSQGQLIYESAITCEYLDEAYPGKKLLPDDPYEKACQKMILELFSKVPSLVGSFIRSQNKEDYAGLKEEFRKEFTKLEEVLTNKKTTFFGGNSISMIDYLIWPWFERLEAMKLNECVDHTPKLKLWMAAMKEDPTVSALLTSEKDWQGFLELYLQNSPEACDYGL
PAFAH1B3 FP inh: PAFAH1B3 (human) inhibition; inhibition, % at 3.39 µM; Q15102; recombinant PAFAH1B3, FP-rhodamine probe, fluorescence polarization; 340,000 compounds, 0.28% hits; AID 492972;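 active means inhibition above the screen-wide average of all tested compounds plus 3 SD, cut at about 25% in these data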;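 further: 0% = enzyme with DMSO only and 100% = wells lacking PAFAH1B3 protein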
ZTA DNA inh: ZTA (EBV) inhibition in EBNA-1 counter-screen; P03206; AID 2234; inhibition, % at 11 µM; 320,000 compounds, 0.15% hits; ZTA-DNA binding, fluorescence polarization; in the data active means inhibition above about 33%
Target sequence (P03206 whole entry, looked up): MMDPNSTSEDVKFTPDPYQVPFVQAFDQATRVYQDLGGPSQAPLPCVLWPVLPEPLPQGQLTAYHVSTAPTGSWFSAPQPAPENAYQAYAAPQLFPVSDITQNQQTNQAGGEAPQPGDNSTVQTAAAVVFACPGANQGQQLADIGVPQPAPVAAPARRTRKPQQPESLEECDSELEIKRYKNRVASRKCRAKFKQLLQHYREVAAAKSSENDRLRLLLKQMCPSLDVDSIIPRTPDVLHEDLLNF
PAD4 FP inh: blocks human protein arginine deiminase 4. inhibition, % at 6.36 µM. recombinant PAD4, RCA probe fluorescence polarization. 330,000 compounds, 0.41% hits;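 active means percent inhibition above a cutoff equal to the mean of all tested compounds plus 3 SD, cut at about 15% in these data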;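 further: 0% = PAD4 with RCA probe and DMSO and 100% = probe without PAD4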
EBNA-1 inhibitor: blocks EBNA-1 binding to DNA | EBNA-1 DNA binding, fluorescence polarization | inhibition, % at 14.8 µM | 300,000 compounds, 0.34% hits; in the data active means inhibition above about 28%
PREPL inhibitor: inhibitors of human prolyl oligopeptidase-like enzyme PREPL | recombinant PREPL, fluorescence polarization activity-based probe | AID 2751 | 320,000 compounds, 0.68% hits | inhibition, % at 5.96 µM | Q4J6C6; in the data active means inhibition above about 43%;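 further: 0% = enzyme with DMSO and 100% = wells lacking enzyme; many of its hits are not listed in these tables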
LYPLA2 counter: blocks human lysophospholipase 2, a PME1 counter-screen; O95372; inhibition, % at 5.9 µM; AID 2177; recombinant LYPLA2, FP-Rh probe fluorescence polarization; 320,000 compounds, 0.38% hits;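 active means inhibition above the screen-wide mean plus 3 SD, limit set per campaign, cut at about 26% in these data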;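 further: 0% = LYPLA2 with DMSO and 100% = wells lacking LYPLA2 enzyme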
Target sequence (O95372 whole entry, looked up): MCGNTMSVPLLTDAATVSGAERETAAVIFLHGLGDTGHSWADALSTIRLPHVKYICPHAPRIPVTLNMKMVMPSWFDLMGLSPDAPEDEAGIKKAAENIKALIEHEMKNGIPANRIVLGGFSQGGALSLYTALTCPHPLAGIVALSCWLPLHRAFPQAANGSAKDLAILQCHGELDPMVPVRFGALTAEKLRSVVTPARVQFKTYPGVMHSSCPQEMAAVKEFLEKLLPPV
LYPLA1 counter: blocks human lysophospholipase 1, a PME1 counter-screen. O75608. recombinant LYPLA1, FP-Rh probe fluorescence polarization. inhibition, % at 5.9 µM. 320,000 compounds, 0.16% hits. AID 2174;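 active means inhibition above the mean of all tested compounds plus 3 SD, set per campaign, cut at about 14% in these data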;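 further: inhibitors block serine hydrolase probe labeling of LYPLA1 so polarization falls; 0% = enzyme with DMSO and 100% = wells lacking LYPLA1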
Target sequence (O75608 whole entry, looked up): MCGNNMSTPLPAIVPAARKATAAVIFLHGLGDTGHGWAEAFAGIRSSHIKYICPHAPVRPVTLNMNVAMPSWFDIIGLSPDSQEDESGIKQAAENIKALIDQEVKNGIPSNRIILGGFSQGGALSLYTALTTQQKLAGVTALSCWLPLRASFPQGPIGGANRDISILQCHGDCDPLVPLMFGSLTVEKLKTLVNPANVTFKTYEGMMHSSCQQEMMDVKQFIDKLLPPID
PAFAH2 FP inh: inhibitors of human PAFAH2 | 340,000 compounds, 0.99% hits | inhibition, % at 3.39 µM | AID 492956 | Q99487 | recombinant PAFAH2, FP-rhodamine activity probe, fluorescence polarization;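 active means inhibition above the mean over all tested compounds plus 3 SD, cut at about 30% in these data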;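 further: inhibitors block probe labeling of enzyme so polarization drops; 0% = enzyme with DMSO and 100% = wells lacking PAFAH2 protein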
* hit, by the source's call; . = not tested or not shown; & = joins results of further samples. The list is partial. The share of hits here may be higher or lower than overall.

structure	GSTO1 inh	PAFAH1B3 FP inh	ZTA DNA inh	PAD4 FP inh	EBNA-1 inhibitor	PREPL inhibitor	LYPLA2 counter	LYPLA1 counter	PAFAH2 FP inh
Cc1ccc(NS(=O)(=O)c2ccc3c(c2)CC(=O)N3)cc1F	.	-2	-16	-6	.	3	-4	-3	-4
C/C(N)=C(/C#N)C(=O)CSc1nnc(Nc2cccc(C)c2C)s1	13	9&6	-6	-2	-8	11	-1	-2	3&2
CC(=O)N=c1sccn1CC(O)c1ccccc1 (stereo unspecified)	0	8	-5	-6	0	0	9	3	4
Cc1cc(Nc2ccccc2)nn1C(=O)c1ccc(Br)cc1	2	10	7	0	7	25	10	1	-1
Cc1[nH]c(=O)c(S(=O)(=O)c2ccccc2)c(C)c1Cl	2	1	1	3	-4	10	5	4	5
Cc1ccc(C(=O)CSc2nnc3ccccn23)c(C)c1	26	2	8	-3	-3	3	2	1	-5
Cc1ccc(/C=N/NC(=O)c2ccoc2C)s1	2	3	-12	-3	7	7	-1	1	4
COCCn1c(SCc2cccc([N+](=O)[O-])c2)nc2ccccc2c1=O	-1	5	4	-2	5	13	0	-2	-2
Cc1c(CCOC(=O)CC23CC4CC(CC(C4)C2)C3)sc[n+]1Cc1ccccc1	4	3	-3	-2	3	23	6	4	8
COc1cc(CO)ccc1OCc1ccc(Cl)nc1	8	7	1	0	-1	1	0	2	8
CC(C)NC(=O)NNC(=O)c1nn(-c2ccc(F)cc2)ccc1=O	5	2	14	0	8	0	6	2	11
CC(=O)Nc1ccc(N/C(N)=N/c2nc(C)cc(C)n2)cc1	0	1	-13	0	-5	-4	4	-2	-7
O=Cc1c(NCc2ccccc2Cl)c2ccccc2[nH]c1=O	-3	7	17	0	0	-8	0	1	-38
Cn1cnnc1SCC(=O)c1c(N)n(Cc2ccccc2)c(=O)n(C)c1=O	0	.	6	-3	-5	3	0	-1	.
Cc1c(N=CN2CCOCC2)c(=O)n(C)c(=O)n1C	7	-8	-9	0	-1	14	4	1	-1
C=CCOc1ccc(/C=N/NC(=O)CC(=O)NC2CCCCC2)cc1	3	-6	3	0	-1	1	-4	-1	4
COc1ccc(NC(=O)CSc2nnc(-c3ccco3)c(-c3ccco3)n2)cc1OC	14	8	2	-7	-14	-2	1	1	11
Cc1ccc(OCC(=O)c2ccc(Cl)s2)c([N+](=O)[O-])n1	23	8	1	-7	3	11	0	-2	3
COc1ccc(NS(=O)(=O)c2ccc3oc(=O)ccc3c2)cc1	4	-1	8	6	-5	-5	3	1	2
COc1cc(C(=O)OCC(=O)NCCC2=CCCCC2)ccc1OCC(C)C	0	-2	-5	-5	-7	-5	-2	-1	41*
O=C(NCc1ccccn1)c1ccc2c(=O)n3nc(Nc4ccccc4)sc3nc2c1	4	1	-11	3	-4	-10	-5	-5	5
COC(=O)CSc1ncnc2c1cnn2-c1ccc(C)cc1C	-22	-1	-2	1	8	2	2	1	2
CC1=C(C(=O)Nc2ccccc2)C(c2ccc(N(C)C)cc2)NC(=O)N1 (stereo unspecified)	5	0	3	3	-3	12	-4	-2	4
CC(=O)Nc1ccc(Oc2ccc(S(=O)(=O)N3CCCC3)cn2)cc1	.	1	-2	4	.	-1	0	0	0
Fc1ccc(CNC(=S)NC2CCCC2)cc1	-3	8	-8	4	0	4	7	0	-1
COc1ccc(NC(=O)CC(C)CC(=O)NCc2ccccc2)c(OC)c1 (stereo unspecified)	9	7	1	-3	6	-4	-2	3	6
CCCN(C(=O)CSc1ncnc2sccc12)c1c(N)n(Cc2ccccc2)c(=O)[nH]c1=O	.	4	10	-7	.	0	0	3	3
COc1ccc(C2NC(=O)C(C#N)=C(S)N2c2cccc(C)c2)cc1OC (stereo unspecified)	7	7	-28	-2	-9	-7	4	2	6
CC(C(=O)NC1CCS(=O)(=O)C1)N1C(=O)/C(=C/c2ccc(Cl)cc2)SC1=S (stereo unspecified)	12	-1	-18	-4	-10	20	5	-3	10
COc1ccc(C(=O)O)cc1NC(=S)NC(=O)C(c1ccccc1)c1ccccc1	-4	1	-2	-1	16	-71	9	0	-5
CC(=C/C(=O)O)/C(=C/c1ccccc1)C(=O)O	6	-1	8	-3	7	-6	0	-2	0
COc1ccc(N=C2SC(CC(=O)Nc3ccccc3)C(=O)N2Cc2ccccn2)cc1 (stereo unspecified)	6	6	16	-7	7	12	11	-1	2
COc1ccccc1NS(=O)(=O)c1cccc(C(=O)NCC(c2ccc(F)cc2)N2CCOCC2)c1 (stereo unspecified)	-7	32*	-4	4	-3	2	-5	2	-2
CCn1c(SCC(=O)NCc2ccco2)nc2c(c1=O)SC(C)C2 (stereo unspecified)	3	-2	0	-6	-7	1	4	2	6
O=c1[nH]c(N/N=C/c2cc3c(cc2[N+](=O)[O-])OCO3)nc2ccccc12	-1	-1	2	1	-1	-3	2	1	2
COc1ccc(CCN(C)S(=O)(=O)c2ccc(Cl)nc2)cc1OC	14	5	0	4	-5	-5	-7	-6	0
CCCN1CN(Cc2ccccc2)CNC1=S	2	4	-6	-2	-2	12	1	2	1
CCN(C(=O)Cn1nc(C)c([N+](=O)[O-])c1C)c1c(N)n(Cc2ccccc2)c(=O)[nH]c1=O	-1	5	7	-2	-5	-2	2	-1	8
CC(C)C[C@@H]1CN=C(N)N1C[C@@H]1CCCN1C[C@H](C)N1C[C@@H](Cc2ccccc2)N(CCc2ccc(Cl)c(Cl)c2)C1=N	.	-1	.	4	.	45*	.	.	-3
Cc1cccc(CCN2CCN=C2N(C)C)c1	6	4	6	1	14	4	0	-4	3
Cc1ccc(C(=O)NNC(=O)c2cccnc2SCc2cccc([N+](=O)[O-])c2)cc1	1	5	7	0	3	11	-1	-1	1
CCN1C(=O)/C(=C\N2CCN(c3ccccc3)CC2)SC1=S	1	2	-6	-4	-10	49*	3	0	0
C(#CCN1CCOCC1)COCCCOC(c1ccccc1)c1ccccc1	12	7	2	-3	-9	16	1	0	9
CCOc1cc(C2C(C#N)=C(N)SC(N)=C2C#N)ccc1OCCN1CCOCC1	5	2	8	-4	4	4	1	3	-3
O=C(C1CCOCC1)N1CCCC(N2CCN(c3cccc(Cl)c3)CC2)C1 (stereo unspecified)	5	0	-25	-2	-4	19	3	-2	-3
Cn1cnnc1SCc1ccc(C#N)cc1	-7	7	3	0	-7	-2	1	6	7
O=C(Cc1c(F)cccc1Cl)OCN1C(=O)c2ccccc2C1=O	29	11	8	2	-4	1	-3	-1	-2
CC(=O)COC(=O)C1CC(=O)N(c2ccc(C)c(C)c2)C1 (stereo unspecified)	-2	7	-15	-6	5	11	1	2	10
O=C(/C=C/c1cccs1)NCc1cccs1	3	.	-15	4	1	11	7	-1	.
Cc1ccc(C)c(N2CCN(CCCNC(=O)Cn3cccc3C(=O)c3ccccc3)CC2)c1	1	2	-2	1	1	19	-1	1	-7
COc1ccc(CNC(=O)c2cnc3scc(C)n3c2=O)cc1	-4	1	8	-1	4	9	-1	0	12
CCc1nc2ccccc2n1CC(=O)Nc1cc(C)on1	16	7	6	-2	0	-1	-7	2	1
CNC(=S)NNC(=O)c1sccc1OCc1ccccc1	4	0	8	8	3	-4	-5	-5	-1
NC(=O)/C(=N\OC(=O)c1ccco1)c1nc(-c2ccc(Br)cc2)cs1	-30	25	0	0	2	10	-17	-7	7
CC(=O)N1CCc2c(sc(NC(=O)C3CCN(S(=O)(=O)c4cccs4)CC3)c2C(N)=O)C1	0	-3	3	1	10	1	0	-5	3
COc1cccc(CSc2nc(N)cc(N)n2)c1	-4	11	0	6	-12	8	3	4	-3
Cc1ccc(NC(=O)CSc2nnc(Cn3c(=O)sc4ccccc43)n2C)cc1Cl	8	11	5	6	-3	-7	-4	2	-6
COC(=O)CSC(=S)N1C(C)CCCC1C (stereo unspecified)	0	3	-2	-5	0	13	2	-2	-2
Cc1cc(Nc2ccc(F)cc2C)n2nc(C)nc2n1	-2	3	14	4	5	-2	-6	-2	5
Cc1[nH]n(-c2ccccc2)c(=O)c1C=Nc1ccc(S(N)(=O)=O)cc1	-7	7	-9	-14	5	7	6	-1	-2

Fetched by structure from the list above, two records:
structure	GSTO1 inh	PAFAH1B3 FP inh	ZTA DNA inh	PAD4 FP inh	EBNA-1 inhibitor	PREPL inhibitor	LYPLA2 counter	LYPLA1 counter	PAFAH2 FP inh
Cc1ccc(C(=O)NNC(=O)c2cccnc2SCc2cccc([N+](=O)[O-])c2)cc1	1	5	7	0	3	11	-1	-1	1
O=Cc1c(NCc2ccccc2Cl)c2ccccc2[nH]c1=O	-3	7	17	0	0	-8	0	1	-38

Other structures
structure	GSTO1 inh	PAFAH1B3 FP inh	ZTA DNA inh	PAD4 FP inh	EBNA-1 inhibitor	PREPL inhibitor	LYPLA2 counter	LYPLA1 counter	PAFAH2 FP inh
Cn1nnc2cc(C(=O)NCc3ccc4c(c3)OCO4)ccc21	3	7	-8	-2	7	-8	9	0	5
CC(=O)c1ccc(NC(=S)N2CCN(CCN3C(=O)c4cccc5cccc(c45)C3=O)CC2)cc1	-1	3	-8	-1	-2	16	-2	-2	4
Brc1cc2c(cc1/C=N/Nc1nc(N3CCCC3)nc(N3CCOCC3)n1)OCO2	-4	8	4	-6	-9	3	3	-2	-10
CN(Cc1ccccc1)S(=O)(=O)c1ccc2c(c1)n(C)c(=O)c(=O)n2C	-4	3	4	3	-4	-2	-2	2	4
CCOC(=O)c1c(C)oc2c1c(C=NC1CCS(=O)(=O)C1)c(O)c1ccccc12 (stereo unspecified)	1	6	10	-1	3	4	2	0	4
Cc1nn(C)c(C)c1CN(C)C(=O)c1cc2n(n1)C(C(F)(F)F)CC(c1cccs1)N2 (stereo unspecified)	-1	1	3	3	19	24	26*	-1	1
COc1ccccc1N1CCN(c2cc(C)nc3nc(C)nn23)CC1	8	1	-24	3	-5	6	-6	1	-9
CCC(C)NC(=S)N(Cc1cc2cc(C)ccc2n2nnnc12)CC(C)(C)NC(C)C (stereo unspecified)	0	14	-12	-1	11	12	6	2	6
CCN(CCC(=O)O)c1ccccc1	0	3	9	-3	16	0	0	0	0
O=C1C(=O)N(CCOCCO)C(c2ccccn2)/C1=C(\O)c1ccccc1 (stereo unspecified)	-7	9	-14	0	0	-9	-8	-4	-6
CCOc1ccc2c3c(c(=O)oc2c1OCC)CCCC3	-4	5	7	2	4	9	5	0	13
Cc1ccc(-c2nnc(Cc3ccc(Cl)cc3)o2)cc1	0	0	-4	-2	-12	-23	-3	-4	-3
CCC(C)NC(=O)c1csc2c1CCCCC2 (stereo unspecified)	0	10	-3	-2	-2	5	-1	-1	-1
CCN(CC)CCOc1ccc(Br)cc1	2	-2	-6	-4	10	-4	2	-1	1
Nc1ncc(Br)cc1S(=O)(=O)NCCC(=O)N1CCN(c2ncccn2)CC1	8	6	2	1	-2	1	7	-1	-1
CC1=NN(C(N)=S)C(=O)C1N=Nc1c(Cl)cc([N+](=O)[O-])cc1Cl (stereo unspecified)	4	6	6	-2	-2	4	6	0	18
C/C(=N\NC(=O)c1cc2ccccc2cc1O)c1ccc(C)o1	15	4	5	-3	2	18	-3	-7	4
CCOC(=O)C1CCCN(Cc2nc3ccc([N+](=O)[O-])cc3c(=O)n2-c2ccc(OC)cc2OC)C1 (stereo unspecified)	0	10	-1	-5	-3	11	1	0	6
CC(C)Cn1c(-c2cc([N+](=O)[O-])ccc2Cl)nc2c1c(=O)[nH]c(=O)n2Cc1ccccc1	-5	-3	10	-3	8	-14	3	-3	-1
COC(=O)COc1ccc(S(=O)(=O)N2CCCCC2)cc1[N+](=O)[O-]	10	1	6	-5	2	1	1	0	3
